CHO parental Ca: counter-screen: ATP calcium response change in parental CHO cells. inhibition, % at 5.6 µM. parental CHO-K1, ATP-induced calcium, Fluo-8 fluorescence. hit rate 0.63% among 330,000. AID 463079;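 active means inhibition above that plate's mean sample inhibition plus 3 SD, cut at about 26% in these data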;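 further: 0% = ATP-challenged DMSO wells and 100% = DMSO wells without ATP; some compounds past the cut are filed as inactive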
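Test system: untransfected parental CHO cell line. Compound: one dose, 5.6 µM nominal. Detection: intracellular calcium via Fluo-8 no-wash fluorescent dye. Measure: % inhibition. Benchmarks: ATP-challenged DMSO wells low, unchallenged DMSO wells high.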
CHRM1 agonist: agonists of human M1 muscarinic receptor; CHO-K1 hM1, Fluo-8 calcium fluorescence, agonist mode; 0% DMSO, 100% acetylcholine EC100; AID 588814; activation, % at 3 µM; hit rate 0.33% among 360,000; P11229;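 active means activation above the run's mean compound activation plus 3 SD, cut at about 16% in these data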;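 further: peak over basal fluorescence ratio within a 140 s kinetic read after compound addition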
M1 PAM parental: M1 PAM counterscreen hit in parental CHO-K1 cells | ATP EC20, Fluo-8 calcium fluorescence; 0% at ATP EC20, 100% at ATP max | hit rate 0.02% among 360,000 | AID 602247 | activation, % at 3 µM;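 active means activation above the run cutoff, the mean activation of all test compounds plus 3 SD, cut at about 40% in these data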;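 further: peak over basal fluorescence ratio in a 140 s read after ATP addition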
TAAR1 ag: agonists of human TAAR1 | hit rate 0.99% among 360,000 | activation, % at 3 µM | CHO RD-HGA16 TAAR1, Fluo-8 calcium fluorescence; vehicle wells 0%, saturating PEA agonist 100%;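 active means activation above the mean activation of all test compounds in the run plus 3 SD, cut at about 38% in these data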
Target sequence (Q96RJ0 whole entry, looked up): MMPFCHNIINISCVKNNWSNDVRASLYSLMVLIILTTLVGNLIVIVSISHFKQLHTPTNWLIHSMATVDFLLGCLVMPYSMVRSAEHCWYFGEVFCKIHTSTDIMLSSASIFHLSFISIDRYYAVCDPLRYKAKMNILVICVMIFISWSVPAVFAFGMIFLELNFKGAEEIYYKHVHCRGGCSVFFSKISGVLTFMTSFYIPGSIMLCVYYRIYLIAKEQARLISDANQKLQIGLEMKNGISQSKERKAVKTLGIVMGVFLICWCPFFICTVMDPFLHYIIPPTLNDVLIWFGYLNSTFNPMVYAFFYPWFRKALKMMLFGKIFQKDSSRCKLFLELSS
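System: CHO-derived RD-HGA16 cells with stable Gα16 and human TAAR1. Times: 17-24 h plating, Fluo-8 75 min 37 °C, 30 min RT. Measured by: calcium-sensitive Fluo-8 signal, excitation 470-495, emission 515-575 nm. Read-out basis: % activation relative to PEA EC100 response. Control set: DMSO and PEA EC100. Repeats: no replicates (n 1).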
TAAR1 antagonist: antagonists of human TAAR1 | inhibition, % at 3 µM | CHO RD-HGA16 TAAR1, Fluo-8 calcium fluorescence, antagonist | hit rate 1.5% among 360,000;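 active means inhibition above a per-plate cutoff, the mean inhibition of test compounds on that plate plus 3 SD, cut at about 49% in these data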;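 further: 0% = DMSO plus EC80 beta-PEA response and 100% = DMSO alone without agonist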
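Material: CHO RD-HGA16 cells bearing hTAAR1; compound dosing: one-point dosing, 3 µM nominal final; schedule: dye loading 75 min at 37 °C, then 30 min room temperature; measured by: calcium fluorescence with Fluo-8; control set: vehicle and agonist controls; replication: n of 1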
OXTR potentiate: potentiators of human oxytocin receptor; P30559; AID 2445; hit rate 0.061% among 320,000; CHO-OTR cells, Fluo-8 calcium fluorescence, potentiator mode; 0% = oxytocin EC15, 100% = EC100; activation, % at 3 µM;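 active means activation above that plate's cutoff, the mean activation of tested compounds plus 3 SD, cut at about 6.6% in these data, passing the limit was not always enough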;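 further: 100% uses oxytocin at 75 nM as the full agonist control; some results filed as inactive read as strong as hits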
Target sequence (P30559 whole entry, looked up): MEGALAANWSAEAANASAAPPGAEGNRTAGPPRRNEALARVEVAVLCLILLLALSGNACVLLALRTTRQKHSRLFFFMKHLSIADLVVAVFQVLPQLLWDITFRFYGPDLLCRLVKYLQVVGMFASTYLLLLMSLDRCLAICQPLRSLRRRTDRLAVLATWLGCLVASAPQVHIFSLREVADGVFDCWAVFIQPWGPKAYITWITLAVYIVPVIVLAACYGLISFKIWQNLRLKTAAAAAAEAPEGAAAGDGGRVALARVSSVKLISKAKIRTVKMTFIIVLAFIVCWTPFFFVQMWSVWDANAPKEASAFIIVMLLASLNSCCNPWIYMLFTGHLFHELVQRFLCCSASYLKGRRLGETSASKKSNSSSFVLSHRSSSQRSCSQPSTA
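assay system = CHO-OTR cells, human receptor | schedule = compound 6 min at room temperature before oxytocin, 100 s read | detection = Fluo-8 intracellular calcium fluorescence, ex 470-495, em 515-575 nm | evaluation = normalized max/min fluorescence ratio, % activation | control set = EC15 oxytocin alone as 0%, 75 nM oxytocin (EC100) as 100%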
CHO-K1 Ca antag: counter-screen for M1 antagonists: effect in parental CHO-K1 cells. ATP-induced calcium, Fluo-8 fluorescence. inhibition, % at 3 µM. hit rate 0.6% among 360,000. AID 602250;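 active means inhibition above a per-plate cutoff, the plate's mean sample inhibition plus 3 SD, cut at about 24% in these data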;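 further: 0% = DMSO plus EC80 ATP and 100% = DMSO alone without ATP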
CHO-K1 Ca ag: M1 agonist counterscreen hit in parental CHO-K1 cells; Fluo-8 calcium fluorescence; scaled to maximal ATP response, vehicle zero; activation, % at 3 µM; hit rate 0.48% among 360,000; AID 602248; in the data active means activation above about 15%;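 further: untransfected CHO-K1 host cells lacking M1 receptor as counterscreen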
V1R ag counter: V1a receptor agonism, counter-screen for OXTR agonists | P37288 | CHO-V1R cells, Fluo-8 calcium fluorescence, agonist mode; 0% DMSO, 100% 3 nM vasopressin | activation, % at 3 µM | hit rate 0.25% among 320,000 | AID 2797;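 active means activation above the mean activation of all tested compounds plus 3 SD, per screening run, cut at about 20% in these data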;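 further: signal is peak over basal fluorescence ratio across a 100 second FLIPR read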
* hit, by the source's call; / = no result given.

A first look:
Field names: A = CHO parental Ca; B = CHRM1 agonist; C = M1 PAM parental; D = TAAR1 ag; E = TAAR1 antagonist; F = OXTR potentiate; G = CHO-K1 Ca antag; H = CHO-K1 Ca ag; I = V1R ag counter
O=C(CNC(=O)c1ccccc1F)NCCc1ccc(Cl)cc1
  A: -16.4; B: -3.8; C: 5.3; D: 7.2; E: -12.5; F: -2.2; G: -8.6; H: -0.1; I: -0.7
Cc1ccccc1NC(=O)c1cc2c(=O)n3cccc(C)c3nc2s1
  A: 3.0; B: -3.7; C: -14.9; D: 3.6; E: 12.3; F: -1.7; G: -6.1; H: 0.5; I: 2.5
O=C(CCCN1C(=O)/C(=C\c2cccs2)SC1=S)Nc1cc([N+](=O)[O-])ccc1O
  A: 8.1; B: -1.5; C: 13.0; D: 0.3; E: 6.4; F: -3.8; G: -8.3; H: 0.5; I: 0.2
O=C(NCc1ccc2c(c1)OCO2)c1cc2ncc(Br)cn2n1
  A: -17.1; B: -5.4; C: 18.2; D: -0.8; E: -3.8; F: -3.2; G: -10.1; H: 0.8; I: -0.8
O=[N+]([O-])c1ccc(N=Nc2c(Cl)cc(O)cc2Cl)cc1
  A: 66.6*; B: 6.8; C: -21.9; D: 3.4; E: 58.8*; F: -9.4; G: 39.5*; H: 17.4*; I: 12.7
O=C(O)Cc1ccc(S(=O)(=O)N2CCCC2)s1
  A: -5.1; B: -1.9; C: -12.5; D: 2.2; E: -16.9; F: -3.3; G: 4.0; H: -0.2; I: 0.1
O=CNc1cc2c(cc1Br)-c1ccccc1C2O (configuration not stated)
  A: /; B: 2.9; C: 10.5; D: 3.5; E: 0.1; F: /; G: -22.1; H: 0.9; I: /
Cc1ccc(-c2nc(NC(=O)CSc3nnc(C)s3)ns2)cc1
  A: -3.5; B: -1.6; C: 14.2; D: -0.2; E: 7.7; F: -1.0; G: -0.3; H: 1.7; I: 0.3
COc1ccc(Oc2cc(C)c3cccc(C)c3n2)cc1
  A: -15.8; B: 2.2; C: 12.4; D: 14.1; E: 2.3; F: -6.2; G: -4.5; H: 0.2; I: 0.1
O=C(O)CN1C(=O)CNC1=O
  A: -10.1; B: -3.1; C: 13.9; D: 4.6; E: 6.8; F: -2.8; G: -10.7; H: 0.4; I: -0.1

The list itself (from the top)
Field names: A = CHO parental Ca; B = CHRM1 agonist; C = M1 PAM parental; D = TAAR1 ag; E = TAAR1 antagonist; F = OXTR potentiate; G = CHO-K1 Ca antag; H = CHO-K1 Ca ag; I = V1R ag counter
O=C(CNC(=O)c1ccccc1F)NCCc1ccc(Cl)cc1
  A: -16.4; B: -3.8; C: 5.3; D: 7.2; E: -12.5; F: -2.2; G: -8.6; H: -0.1; I: -0.7
Cc1ccccc1NC(=O)c1cc2c(=O)n3cccc(C)c3nc2s1
  A: 3.0; B: -3.7; C: -14.9; D: 3.6; E: 12.3; F: -1.7; G: -6.1; H: 0.5; I: 2.5
O=C(CCCN1C(=O)/C(=C\c2cccs2)SC1=S)Nc1cc([N+](=O)[O-])ccc1O
  A: 8.1; B: -1.5; C: 13.0; D: 0.3; E: 6.4; F: -3.8; G: -8.3; H: 0.5; I: 0.2
O=C(NCc1ccc2c(c1)OCO2)c1cc2ncc(Br)cn2n1
  A: -17.1; B: -5.4; C: 18.2; D: -0.8; E: -3.8; F: -3.2; G: -10.1; H: 0.8; I: -0.8
O=[N+]([O-])c1ccc(N=Nc2c(Cl)cc(O)cc2Cl)cc1
  A: 66.6*; B: 6.8; C: -21.9; D: 3.4; E: 58.8*; F: -9.4; G: 39.5*; H: 17.4*; I: 12.7
O=C(O)Cc1ccc(S(=O)(=O)N2CCCC2)s1
  A: -5.1; B: -1.9; C: -12.5; D: 2.2; E: -16.9; F: -3.3; G: 4.0; H: -0.2; I: 0.1
O=CNc1cc2c(cc1Br)-c1ccccc1C2O (configuration not stated)
  A: /; B: 2.9; C: 10.5; D: 3.5; E: 0.1; F: /; G: -22.1; H: 0.9; I: /
Cc1ccc(-c2nc(NC(=O)CSc3nnc(C)s3)ns2)cc1
  A: -3.5; B: -1.6; C: 14.2; D: -0.2; E: 7.7; F: -1.0; G: -0.3; H: 1.7; I: 0.3
COc1ccc(Oc2cc(C)c3cccc(C)c3n2)cc1
  A: -15.8; B: 2.2; C: 12.4; D: 14.1; E: 2.3; F: -6.2; G: -4.5; H: 0.2; I: 0.1
O=C(O)CN1C(=O)CNC1=O
  A: -10.1; B: -3.1; C: 13.9; D: 4.6; E: 6.8; F: -2.8; G: -10.7; H: 0.4; I: -0.1
Cc1ccccc1NC(=O)C(C)OC(=O)c1ccccc1C(=O)N(C)c1ccccc1 (configuration not stated)
  A: -18.3; B: -0.4; C: 12.6; D: 5.5; E: -13.2; F: -2.1; G: -10.9; H: 0.2; I: -0.6
O=C(Cn1[nH]c(=O)c2ccccc2c1=O)OCC(=O)c1ccc(F)c(F)c1
  A: -5.9; B: -4.5; C: -10.1; D: 1.1; E: 25.0; F: -5.7; G: -10.2; H: 1.9; I: 4.0
COC(=O)c1cc(NS(=O)(=O)c2ccc(OC)c(OC)c2)ccc1Cl
  A: -15.3; B: 0.1; C: -3.0; D: 6.2; E: -1.5; F: -6.9; G: -11.5; H: 1.9; I: 4.4
CN(C)C(=O)Nc1ccccc1
  A: -5.6; B: -3.9; C: -12.5; D: -0.2; E: 7.3; F: -2.1; G: -1.7; H: 0.3; I: 0.6
Cc1cccc(N2CCN(C(=O)c3ccc(-n4cncn4)c([N+](=O)[O-])c3)CC2)c1C
  A: -22.3; B: -1.1; C: -19.0; D: 0.5; E: 1.8; F: -4.5; G: -2.6; H: 2.9; I: 3.4
Cc1ccccc1NC(=O)N1C2CCC1CC(O)(c1cccnc1)C2 (configuration not stated)
  A: -13.2; B: 0.5; C: 15.2; D: 13.1; E: 7.8; F: -4.1; G: -9.2; H: 0.7; I: -0.8
COC(=O)Nc1sc(C(=O)N(C)C)c(C)c1C(=O)OC
  A: -10.8; B: -2.1; C: -3.0; D: 8.3; E: 2.9; F: -2.7; G: -10.4; H: -0.3; I: 1.0
CC1(C)C(=O)Nc2ccccc2N1C(=O)COc1cc(Cl)ccc1Cl
  A: -27.4; B: -4.5; C: 4.8; D: -0.4; E: 3.3; F: -3.8; G: -14.8; H: 1.1; I: -0.9
O=C(COc1ccc(Cl)cc1)Nc1cccc(-c2ccc3nncn3n2)c1
  A: -10.7; B: -1.9; C: -9.9; D: 8.7; E: 37.1; F: -12.7; G: 4.8; H: 5.0; I: 0.2
CC(C)OC(=O)CSc1nc(N)c(C#N)cc1C#N
  A: -17.2; B: -5.0; C: -3.9; D: 3.2; E: 16.7; F: -8.2; G: -12.9; H: 0.6; I: -0.1
COC(=O)c1ccc(CN2CCN(C(C)C)C(CCO)C2)cc1 (configuration not stated)
  A: -8.4; B: -8.9; C: -13.8; D: -0.1; E: -0.5; F: 0.9; G: 23.6; H: -0.9; I: 0.2
COc1cc(OC)c(S(=O)(=O)Nc2ccccc2C(=O)O)cc1S(=O)(=O)Nc1ccccc1C(=O)O
  A: 2.5; B: 3.1; C: 8.5; D: 5.8; E: -5.1; F: 1.7; G: -7.8; H: 15.1*; I: 1.2
CCOc1ccc(/C=N/NC(=O)c2ccoc2C)cc1OC
  A: -0.5; B: -0.7; C: 0.5; D: 5.0; E: 14.8; F: -9.6; G: -16.1; H: 0.4; I: 3.5

Screens deposited in PubChem BioAssay by The Scripps Research Institute Molecular Screening Center.
